# Bioassay records: PubChem, National Center for Advancing Translational Sciences (NCATS)
# A-T KAP1 phos: potential ataxia-telangiectasia treatment; […] A-T fibroblasts, KAP-1 phosphorylation AlphaLISA; neocarzinostatin DNA damage 30 min before lysis; Potency, µM (top dose mostly 57.5 µM), inactives show at the highest dose activation, actives largely listed as activators; hit rate 0.19% among 320,000; AID 485349; note: potency is the fitted concentration of half-maximal effect; % of control where 0% means no effect; nearly all actives have a fitted effect of over 45% in size
#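 ATM-like activity read as KAP-1 phosphorylation via AlphaLISA donor/acceptor antibody pairs after lysis and 6 hr at 25C. Cells were ATM-null patient fibroblasts ([…], hTERT), dosed 60 min, then exposed to the DSB inducer NCS for 30 min.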
# GALK inh: galactokinase (human) inhibition. P51570. Purified GALK, Kinase-Glo residual ATP luminescence. Potency, µM (series often up to 57.5 µM), inactives show at the top dose activity change, negative = inhibition, most hits filed as inhibitors. hit rate 0.007% among 270,000; note: potency is the fitted concentration of half-maximal effect; % is set by controls: 0 for no effect and ±100 for the full control effect
# Target sequence (P51570 whole entry, looked up): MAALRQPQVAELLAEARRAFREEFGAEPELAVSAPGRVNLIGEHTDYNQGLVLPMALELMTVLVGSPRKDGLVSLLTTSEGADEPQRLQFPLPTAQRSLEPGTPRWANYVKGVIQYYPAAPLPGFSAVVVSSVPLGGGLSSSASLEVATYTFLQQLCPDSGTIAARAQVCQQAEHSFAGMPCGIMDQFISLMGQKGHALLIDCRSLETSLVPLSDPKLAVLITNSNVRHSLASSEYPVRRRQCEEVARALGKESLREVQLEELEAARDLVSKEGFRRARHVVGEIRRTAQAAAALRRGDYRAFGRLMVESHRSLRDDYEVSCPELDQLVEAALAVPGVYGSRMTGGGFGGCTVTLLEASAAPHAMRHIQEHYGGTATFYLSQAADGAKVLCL
#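 ATP-depletion format; final 35 uM ATP, 100 uM D-galactose, 5 nM enzyme; pH 8.0 HEPES/Mg2+ buffer; 60 min RT; luminescence read 10 min after detection reagent.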
# TRPV1 agonist: human TRPV1 agonism. TRPV1-expressing cells, Fluo-8 calcium influx, agonist mode. activation, % at 8.33 µM. AID 540275. hit rate 0.19% among 320,000; in the data active = activation above about 80%; inconclusive = between about 30% and that limit; note: 0% is about no effect
#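 Cells expressing TRPV1 were dye-loaded with Fluo-8 and read kinetically: 10 s baseline, 3 min after compound (agonist portion), then 2 min after EC20 capsaicin (allosteric enhancer portion). Calcium-bound dye fluorescence at 480/520 nm.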
# S-ASM inh: human S-ASM enzyme inhibition; P17405; AID 504937; Potency, µM (series often up to 57.5 µM), for inactives: top-dose activity change, negative = inhibition, usual class: inhibitors; placental ASM, HMU-PC fluorogenic substrate, 60 min; hit rate 0.006% among 340,000; note: potency is the fitted concentration of half-maximal effect
# Target sequence (P17405 47-631 limits assumed): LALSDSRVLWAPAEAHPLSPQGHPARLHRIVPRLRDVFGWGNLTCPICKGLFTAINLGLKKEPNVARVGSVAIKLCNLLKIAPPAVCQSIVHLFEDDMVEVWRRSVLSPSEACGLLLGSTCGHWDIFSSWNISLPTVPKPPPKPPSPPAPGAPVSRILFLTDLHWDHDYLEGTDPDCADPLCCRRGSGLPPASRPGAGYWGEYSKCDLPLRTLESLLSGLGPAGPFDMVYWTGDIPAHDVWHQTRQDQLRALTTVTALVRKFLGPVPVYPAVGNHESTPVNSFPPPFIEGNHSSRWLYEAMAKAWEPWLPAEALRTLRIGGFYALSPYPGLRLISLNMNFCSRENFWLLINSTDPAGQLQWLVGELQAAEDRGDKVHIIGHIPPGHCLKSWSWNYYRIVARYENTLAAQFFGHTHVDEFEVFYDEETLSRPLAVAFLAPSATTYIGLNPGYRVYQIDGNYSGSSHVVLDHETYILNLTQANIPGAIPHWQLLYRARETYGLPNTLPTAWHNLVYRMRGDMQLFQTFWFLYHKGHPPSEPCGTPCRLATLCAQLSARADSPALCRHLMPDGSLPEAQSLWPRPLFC
#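 Steps: dispense placental human ASM, pin compound, wait 10 min at room temperature, add HMU-PC0 substrate at 9 uM final, incubate 60 min at 37 °C, add stop solution raising pH to 10, read fluorescence.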
# KCNH2 3.1 block: blocks the human KCNH2 3.1 channel isoform. U2OS KCNH2 3.1, thallium flux FluxOr; active compounds read low. activity change, % (tested at about 1.8 µM). hit rate 0.95% among 340,000. AID 720553;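 active = maximum activity change below -70%; inconclusive = maximum activity change from -70% to -50%; inactive = maximum activity change above -50%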;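 note: thallium influx rate constant from kinetic fluorescence after stimulation buffer; % is set by controls: 0 for no effect and ±100 for the full control effect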
#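 Kinetic fluorescence (2 min after stimulation buffer) measures Tl+ influx through KCNH2 3.1 expressed by viral transduction in U2OS cells; the rate constant is normalized against DMSO controls serving as positive and negative references.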
# Coupling enz: coupling enzyme interference in Giardia aldolase counter-screen; activity change, negative = inhibition, % at 58.2 µM, hits read low; coupling enzyme system counterscreen, AmpLite Red fluorescence; hit rate 0.67% among 290,000; in the data active = activity change below about -30%; note: % is set by controls: 0 for no effect and ±100 for the full control effect
#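 Compounds tested against the coupling enzymes alone at 57.5 uM final; readout was AmpLite Red fluorescence (525/598 nm) after 20 min at RT.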
# MBNL1-CUG inh: inhibitors of human MBNL1 binding to CUG repeat RNA; AID 2675; Potency, µM (doses to about 57.5 µM), for the others: at the highest dose activity change, negative = inhibition, most hits filed as inhibitors; hit rate 0.036% among 280,000; TR-FRET MBNL1-His/biotin-(CUG)12 binding, 665/545 ratio; active = well fitted inhibition curve with a large enough effect in the signal ratio, with a control signal flat, not every such curve was filed as active; inconclusive = small, poorly fitted or top-dose-only effect, or effect the other way, or a change in a side signal; inactive = no such curve, though single readings can be large or run the other way; the % refers to the signal ratio; note: potency is the fitted concentration of half-maximal effect; % is set by controls: 0 for no effect and ±100 for the full control effect
#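 TR-FRET between His-tagged MBNL1 and biotin-(CUG)12 RNA, detected with Tb anti-His antibody (0.055 ng/ul) and streptavidin-XL665 (5 nM), 60 min at room temperature. Compounds titrated 92 nM to 58 uM; 665/545 nm ratio normalized to buffer and complex controls.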
# hERG WT inh: inhibitors of human wildtype KCNH2 potassium channel | AID 720551 | U2OS, BacMam KCNH2, thallium flux FluxOr; active compounds read low | hit rate 0.37% among 340,000 | Q12809 | activity change, % at 1.84 µM;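 active = maximum activity change below -70%; inconclusive = maximum activity change between -70% and -50%; inactive = maximum activity change above -50%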; note: % is set by controls: 0 for no effect and ±100 for the full control effect
#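 U2OS cells transduced with wild-type KCNH2 virus are loaded with FluxOr dye for 45 min, and thallium flux is measured in kinetic reads before and after stimulation buffer. Rate constants are normalized to DMSO controls.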
# MLL CXXC-DNA inh: blocks binding of human MLL CXXC domain to DNA; Q03164; MLL-CXXC / FITC-HOXA9 DNA fluorescence polarization; Potency, µM (top dose mostly 115 µM), without a hit: top-dose activity change, negative = inhibition, most hits filed as inhibitors; hit rate 0.037% among 290,000; AID 2662; active = well fitted inhibition curve with a large enough effect in the polarisation, with a control signal flat, not every such curve was filed as active; inconclusive = small, poorly fitted or top-dose-only effect, or effect the other way, or a change in a side signal; inactive = no such curve, though single readings can be large or run the other way; the % refers to the polarisation; note: potency is the fitted concentration of half-maximal effect
#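 Fluorescence polarization: 7 uM MLL-CXXC (stock) preincubated 5 min with compounds, then 50 nM fluorescein-HOX-A9 DNA (stock) added; 30 min ambient. Buffer 50 mM Tris-HCl pH 7.5, 50 mM NaCl, 1 mM DTT, 0.05% BSA.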
# Integrin act MD: activators of alpha7 integrin expression for muscular dystrophy | alpha7betagal myoblasts, beta-gal FDG fluorescence, 48 h | hit rate 0.064% among 350,000 | Potency, µM (series often up to 38.3 µM), for the others: top-dose activation, hits mostly activators;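 note: potency is the fitted concentration of half-maximal effect; 100% = response of the positive control SU9516; nearly all actives have a fitted effect of over 60% in size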
#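 alpha7betagal+/- myoblasts (passage 13, 250/well) treated 48 h at 37C with compounds at 1:260 dilution of DMSO stock. Lysed, then beta-galactosidase activity read as FDG fluorescence (ex 480/em 540) after 30 min, with pre-read for autofluorescence.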
# Starred values were filed as active, the others as inactive; u = inconclusive; x = no result given; [ ] = remark or other dose. Unless noted, calls come from the whole dose curve; as a rule, active = well fitted curve in the direction sought with a large enough effect; inconclusive = small, poorly fitted or top-dose-only effect, or another doubt; inactive = no such curve, though single readings can be large; an effect the other way counts as inactive or inconclusive. Not a hit list (roughly 2% active in at least one column).
Structure	A-T KAP1 phos	GALK inh	TRPV1 agonist	S-ASM inh	KCNH2 3.1 block	Coupling enz	MBNL1-CUG inh	hERG WT inh	MLL CXXC-DNA inh	Integrin act MD
O=C(NC(=S)NCC1CCCO1)c1ccccc1 (configuration not stated)	7%	1%	1	-2%	-40	-1	x	10	10%	2%
CCOC(=O)C1CN(S(=O)(=O)c2ccccc2)CCN1S(=O)(=O)c1ccccc1 (configuration not stated)	-1%	-1%	-1	-1%	-8	0	5%	3	7%	-7%
Brc1ccc(-c2csc(NNC3=NCCCCC3)n2)cc1	0%	1%	-3	-2%	0	-1	9%	8	-15%	15%
COc1ccc(-c2noc(N3CCC(C(=O)NCCCN4CCCC(C)C4)CC3)n2)cc1 (configuration not stated)	-10%	x	-1	0%	16	2	-2%	-2	x	-51%[inhibitor]
COc1ccc(-c2csc(N(CCCN(C)C)C(=O)c3ccccc3F)n2)cc1	1%	-1%	-1	-8%	u	-2	0%	20	u	-15%
COc1ccc2c(-c3ccccc3)cc(SCC(=O)NC3CCS(=O)(=O)C3)nc2c1 (configuration not stated)	2%	-1%	5	-15%	x	4	32%[activator]	0	8%	-43%[inhibitor]
O=C(NC1CCCCC1)C(c1ccc(F)cc1)N(C(=O)c1csnn1)C1CCCC1 (configuration not stated)	10%	-1%	u	-8%	-5	0	2%	-6	2%	-27%
Cc1ccc2nc(NC(=O)C3CCCN3C(=O)OC(C)(C)C)sc2c1 (configuration not stated)	5%	0%	14	-1%	3	-2	x	6	0%	u
Cc1ccc(NS(=O)(=O)c2ccc(-c3cnc(C4CC4)o3)cc2)cc1	2%	-10%	0	-13%	10	x	4%	4	56%[activator]	-19%
CS(=O)(=O)Nc1ccccc1C(=O)O	0%	0%	1	4%	6	2	-4%	-15	6%	-11%[7.66 µM]
CN(Cc1ccc(F)cc1)C(=O)c1cc(COc2ccc(-n3cncn3)cc2)on1	13%	-3%	16	-2%	-3	x	3%	6	-4%	-39%
Nc1cc(Cl)cc2c1-c1ccc(Cl)cc1C2O (configuration not stated)	x	x	x	-2%	-11	x	x	-5	x	-2%
O=C(CN1C(=O)C2C3CC(C(Br)C3Br)C2C1=O)OCC(=O)c1cccc([N+](=O)[O-])c1 (configuration not stated)	-8%	0%	2	-6%	8	-4	-2%	2	-1%	-10%
Fc1ccc(Cn2nnnc2CN2CCN(C3CCCCC3)CC2)cc1	2%	7%	3	-3%	-6	1	-1%	34	3%	-12%
CC(C)CC(=O)Nc1nnc(SCC(=O)Nc2ccc3c(c2)OCO3)s1	9%	0%	0	x	6	0	-2%	8	3%	-44%
O=C(CCn1nc(-c2ccccc2)ccc1=O)N1CCN(c2ccccn2)CC1	12%	1%	x	0%	-7	-1	4%	7	1%	14%
O=C(Nc1cccnc1)c1c(F)c(F)c(F)c(F)c1F	-9%	-2%	0	-3%	-1	-8	-7%	11	-8%	-50%[inhibitor]
COc1ccc(CCNC(=O)C2CC(=O)N(C3CCCC3)C2)cc1OC (configuration not stated)	7%	4%	0	2%	0	1	-12%	-16	-6%	31%
O=C(Cc1ccccc1)N1CCN(S(=O)(=O)c2cccc([N+](=O)[O-])c2)CC1	3%[11.5 µM]	8%	11	-1%	2	1	12%	2	-1%	-14%
CC(=O)N/C(=C\c1ccc(F)cc1)C(=O)OCc1ccccc1	1%	x	12	-2%	13	1	-1%	4	-5%	3%
CCOc1ccccc1CNCCNCC(C)O (configuration not stated)	1%	9%	0	-1%	-29	2	-21%	1	-10%	1%
CCN(CC)S(=O)(=O)c1cc(C(=O)OCC(=O)c2ccc3c(c2)NC(=O)CO3)ccc1F	-3%	4%	20	-6%	-23	1	7%	10	-2%	-11%
CCOc1ccc(Br)cc1S(=O)(=O)NC(=O)c1ccccc1	2%	-4%	1	2%	22	9	-8%	x	2%	-5%
C/C(=N/N=C(\C)c1ccccc1O)c1ccccc1O	-3%	0%	1	0%	-7	2	5%	4	39%[activator]	-17%
CCN=C(NCC)SC1CC(=O)N(c2ccc(OCC)cc2)C1=O (configuration not stated)	3%	0%	-1	-2%	-7	0	-7%	4	-3%	10%
CN(C)C1=NC[C@H](Cc2ccccc2)N1CCc1cccc(F)c1	-4%	x	0	4%	-49	x	x	25	x	-5%
Cc1ccc(-n2nc(C)c(NC(=O)CCl)c2C)cc1C	12%	x	3	6%	2	1	-3%	-21	6%	-61%[inhibitor]
O=C(CN1CCN(S(=O)(=O)c2ccccc2)CC1)Nc1ccc(N2CCOCC2)cc1	11%	1%	4	4%	x	-6	x	-8	10%	3%
COc1cc(NC(=S)N2CCN(c3ccccn3)CC2)cc(OC)c1OC	-1%	7%	-2	1%	x	-2	-7%	-7	0%	-9%
O=c1[nH][nH]c(C(F)(F)F)c1C=Nc1ccc(Cl)cc1	0%	2%	0	3%	11	6	-11%	-2	-21%	-23%
Cc1cc(C(=O)N2CCN(c3ncccn3)CC2)c(C)o1	-5%	1%	-1	5%	-15	3	-10%	2	9%	-24%
O=C(CN(Cc1ccc(Cl)cc1)C(=O)CN1C(=O)COc2ccccc21)NC1CCCC1	-3%	1%	9	0%	-6	0	-1%	-1	-16%	0%
COc1ccccc1N(CC(=O)NCC1CCCO1)C(=O)CCC(=O)Nc1nccs1 (configuration not stated)	2%	-1%	-3	6%	7	2	-6%	4	3%	-24%
Cc1nc(Cl)nc(N(C)c2ccccc2)c1[N+](=O)[O-]	-6%	-2%	-2	-1%	12	1	-3%	1	7%	-28%
COc1cccc(C(=O)COC(=O)c2n[nH]c(=O)c3ccccc23)c1	-2%	2%	0	-10%	18	0	5%	-33	16%	6%
COc1ccc(N(C)S(=O)(=O)c2cccc(C(=O)OCC(=O)N(C)c3ccccc3)c2)cc1	6%	x	x	-3%	13	x	x	-48	x	19%
CC(NC(=O)c1ccc(OC2CCN(C(=O)c3cccnc3)CC2)cc1)C1CC1 (configuration not stated)	3%	1%	-1	0%	13	2	-15%	-9	-3%	6%
CSCC[C@H](NC(=O)OCc1ccccc1)C(=O)O	-4%	-4%	-1	2%	22	7	-5%	1	18%	13%
c1ccc(NC2=NCCN2CC2CCCCC2)cc1	22%	x	1	4%	11	x	x	-15	x	7%
N#CC1=C(N)Oc2n[nH]c(-c3ccncc3)c2C1c1ccsc1 (configuration not stated)	0%	-5%	1	2%	-10	-2	-3%	15	-11%	-1%
COc1ccccc1NC(=O)Nc1ccnn1C1CCCCC1	3%	4%	2	1%	-8	3	-1%	-12	6%	-32%
CC1=C(C)CS(=O)N(c2ccc(S(N)(=O)=O)cc2)C1 (configuration not stated)	2%	-2%	3	-1%	15	-1	8%	-16	-10%	4%
COc1cc(/C=C(/NC(=O)c2ccccc2)C(=O)N2CCN(C)CC2)c([N+](=O)[O-])cc1OC	2%	0%	-6	2%	-17	-1	u	x	13%	5%
COc1cc(S(=O)(=O)Nc2ccccc2N2CCCCC2)ccc1NC(C)=O	-1%	x	1	-5%	-9	x	x	-1	x	24%
Cn1c(CNC(=O)c2ccco2)nnc1SCC(=O)c1ccccc1	-6%	-1%	8	2%	9	2	-7%	-15	2%	-15%
O=C(O)C1C2CCC(O2)C1C(=O)Nc1cccc(Cl)c1 (configuration not stated)	0%	-2%	3	-2%	-5	-1	0%	-20	0%	-42%
O=S(=O)(Cc1ccccc1)NCc1ccccn1	-3%	-2%	2	3%	-6	2	3%	-13	-4%	-6%
Cc1ccc(C(=O)CN(C(=O)c2ccc(Cl)c(Cl)c2)N2C(=O)C3CCCCC3C2=O)cc1C (configuration not stated)	x	0%	13	-4%	6	0	0%	-9	2%	-1%[7.66 µM]
CN(C)c1ccc(N2C(=NC(=O)COc3ccccc3)SC3CS(=O)(=O)CC32)cc1 (configuration not stated)	-12%	2%	4	-2%	7	x	-6%	-1	39%	8%
CCOc1ccc(N2C(=O)c3ccc(C(=O)OCc4c(C)noc4C)cc3C2=O)cc1	5%	6%	-2	1%	8	1	-4%	2	-6%	13%
OCCC1CN(Cc2nc(-c3ccccc3)cs2)CCN1Cc1ccc(F)cc1 (configuration not stated)	8%	4%	1	-1%	-20	1	4%	24	7%	-8%

# An excerpt of these results, field by field.
COc1cc(S(=O)(=O)Nc2ccccc2N2CCCCC2)ccc1NC(C)=O
  A-T KAP1 phos: -1%; GALK inh: x; TRPV1 agonist: 1; S-ASM inh: -5%; KCNH2 3.1 block: -9; Coupling enz: x; MBNL1-CUG inh: x; hERG WT inh: -1; MLL CXXC-DNA inh: x; Integrin act MD: 24%

Cn1c(CNC(=O)c2ccco2)nnc1SCC(=O)c1ccccc1
  A-T KAP1 phos: -6%; GALK inh: -1%; TRPV1 agonist: 8; S-ASM inh: 2%; KCNH2 3.1 block: 9; Coupling enz: 2; MBNL1-CUG inh: -7%; hERG WT inh: -15; MLL CXXC-DNA inh: 2%; Integrin act MD: -15%
